# 5HT1a ag – human 5-HT1a receptor agonists, primary screen, cell-based, CHO, Ga15 NFAT-bla reporter. AID 567, 2006. CHO 5-HT1a Ga15 NFAT-bla reporter, FRET ratio; 0% basal, 100% maximal reference agonist. 5-hydroxytryptamine receptor 1A (Homo sapiens), P08908. activation, % at 10 µM. 0.56% of 65,000 active;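 active = activation above the screen-wide mean activation plus 3 SD, cut at about 19% in these data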;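 also: 0% = DMSO wells and 100% = 5-CT at EC100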
# Target sequence (P08908 whole entry, looked up): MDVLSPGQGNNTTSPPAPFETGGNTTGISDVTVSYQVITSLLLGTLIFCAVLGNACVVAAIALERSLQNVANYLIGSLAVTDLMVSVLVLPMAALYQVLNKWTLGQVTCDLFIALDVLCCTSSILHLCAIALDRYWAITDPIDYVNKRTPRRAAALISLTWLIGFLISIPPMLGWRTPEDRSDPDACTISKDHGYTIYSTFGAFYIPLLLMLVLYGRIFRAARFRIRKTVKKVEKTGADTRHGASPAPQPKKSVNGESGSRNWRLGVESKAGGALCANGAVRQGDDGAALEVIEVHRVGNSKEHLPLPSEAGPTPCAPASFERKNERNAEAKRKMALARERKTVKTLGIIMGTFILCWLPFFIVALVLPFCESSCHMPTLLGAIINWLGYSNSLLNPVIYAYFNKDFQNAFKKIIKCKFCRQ
# NADH coupling – inhibitors of PK/LDH coupling enzymes, profiling panel, artefact control, biochemical, MLSMR library. coupled PK/LDH NADH assays, four targets. 0.02% of 65,000 active. IC50, µM (doses to about 10 µM), without a hit: at the top dose inhibition;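 active = single-dose screening hits from any of four coupled enzyme assays that gave an IC50 when retested across doses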;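 also: the DPM-DC format reads NADH fluorescence rather than 340 nm absorbance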
# 5-HT1A blocker – human 5-HT1a receptor antagonists, primary screen, cell-based, CHO, Ga15 NFAT-bla reporter | CHO 5-HT1a Ga15 NFAT-bla reporter, antagonist mode | inhibition, % at 10 µM | 0.68% of 62,000 active;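 active = inhibition above the mean of all tested compounds plus 3 SD, cut at about 43% in these data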;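 also: receptor stimulated by 5-CT agonist at 100 nM near EC80; beta-lactamase reporter measured by ratiometric fluorescence of a cleavable substrate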
# TNAP act DEA – human TNAP enzyme activators, primary screen, biochemical, luminescent, intermediate phosphate acceptor level. Alkaline phosphatase, tissue-nonspecific isozyme (Homo sapiens), P05186. purified TNAP, CDP-star luminescence, 100 mM DEA, 30 min; stronger effect = higher value; scale: 0 levamisole-inhibited, 1 vehicle-only enzyme. activation factor at 20 µM. 64,000 tested, under 10 active;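 active = activation factor of at least 2 at 20 µM, relative to controls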
# Fluor 339 460 – intrinsic fluorescence of library compounds, ex339/em460 – biochemical, MLSMR library, data from DPM-DC assay, artefact control, profiling panel; fluorescence fold increase at 10 µM; compound autofluorescence, ex339/em460 nm, NADH buffer; stronger effect = higher value; 1 = no-compound wells, NADH background; 5.5% of 65,000 active;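 active = at 10 µM, mean starting fluorescence two-fold or more over control wells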;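 also: signal is the first read of a kinetic run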
# RORA act – activators of orphan receptor RORA, primary screen, cell-based, luminescence | Nuclear receptor ROR-alpha (Homo sapiens), P35398 | CHO-K1 Gal4-RORA LBD luciferase reporter; percent increase over mock-subtracted basal signal | activation, % at 10 µM | 1.5% of 65,000 active | AID 560, 2006;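 active = activation above the mean of all tested compounds plus 3 SD, cut at about 49% in these data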;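 also: 0% = DMSO-treated RORA cells and 100% = added signal equal to DMSO minus mock-transfected cells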
# Target sequence (P35398 whole entry, looked up, the tested form may be a part): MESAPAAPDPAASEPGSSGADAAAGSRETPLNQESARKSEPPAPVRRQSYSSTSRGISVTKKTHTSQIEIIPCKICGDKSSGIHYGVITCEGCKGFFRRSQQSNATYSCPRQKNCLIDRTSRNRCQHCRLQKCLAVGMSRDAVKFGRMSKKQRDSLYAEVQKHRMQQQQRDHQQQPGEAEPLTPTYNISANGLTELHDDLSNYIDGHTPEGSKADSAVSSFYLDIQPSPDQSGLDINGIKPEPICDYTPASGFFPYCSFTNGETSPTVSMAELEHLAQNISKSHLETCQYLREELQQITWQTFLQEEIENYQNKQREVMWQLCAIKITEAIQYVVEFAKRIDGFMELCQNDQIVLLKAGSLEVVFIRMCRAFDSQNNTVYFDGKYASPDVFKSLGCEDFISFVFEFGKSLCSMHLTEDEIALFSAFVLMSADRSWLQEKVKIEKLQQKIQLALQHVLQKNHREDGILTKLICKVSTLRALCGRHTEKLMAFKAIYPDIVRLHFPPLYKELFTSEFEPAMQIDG
# SF-1 act – activators of human SF-1, primary screen, cell-based, CHO-K1, Gal4-SF-1 LBD, luciferase luminescence. CHO-K1 Gal4-SF-1 LBD luciferase reporter; % increase over DMSO SF-1-specific signal. 1.9% of 65,000 active. AID 522, 2006. activation, % at 10 µM;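 active = activation above the mean activation of all tested compounds plus 3 SD, cut at about 50% in these data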
#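 material = CHO-K1 cells with Gal4–hSF-1 LBD chimera plus Gal4-driven luciferase | compound = 10 µM single point, 1% DMSO | incubation = 20 h compound exposure at 37 °C after 1 h cell settling | measured by = SteadyLite luciferase luminescence | evaluation = percent activation relative to DMSO median and mock-transfected background | control set = DMSO negative control and −SF1 background wells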
# MMP13 inh – human MMP13 inhibitors, primary screen, biochemical, FRET peptide cleavage | Collagenase 3 (Homo sapiens), P45452 | MMP-13 fTHP FRET cleavage, Mca fluorescence | inhibition, % at 4 µM | 0.07% of 65,000 active | AID 570, 2006;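 active = inhibition above the mean of compound-free control plate wells plus 3 SD, cut at about 14% in these data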;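 also: 0% = DMSO wells and 100% = wells with reference MMP-13 inhibitor after basal subtraction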
# A340 absorber – compound light absorbance at 340 nm, profiling panel, artefact control, biochemical, MLSMR library, data from PS, PMK, MK assays | compound absorbance at 340 nm, fold over control | fold change at 10 µM | 65,000 tested, under 10 active | AID 708, 2007;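 active = at 10 µM dose, initial 340 nm absorbance at least 2 fold that of control wells; inactive = change under 2 fold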;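 also: initial absorbance extrapolated from kinetic A340 decline of NADH oxidation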
# * = called active by the depositor; i = inactive; nt = no result given; [ ] = remark or other dose.
SMILES,5HT1a ag,NADH coupling,5-HT1A blocker,TNAP act DEA,Fluor 339 460,RORA act,SF-1 act,MMP13 inh,A340 absorber
COc1nc(N(C)S(=O)(=O)c2ccc(C)cc2)nc(C)c1Cl,1.1,7%,nt,0.9,1.1,-26,-25,-5,1
CCOC(=O)CSC(C)C(=O)Nc1nnc(C(C)C)s1 (configuration not stated),-3.0,1%,-1,0.9,1.1,-1,12,6,1
CC(=O)Nc1nonc1-c1nc2ccccc2n1CC1CC1,0.2,6%,-6,1,1.4,-10,11,-14,1.1
CC(C)(C)C(=O)COC(=O)c1cccc(NC(=O)c2ccco2)c1,-1.7,4%,2,0.9,1.1,-1,16,-6,1
CCOC(=O)C1=C(C)NC(=O)NC1c1cccnc1 (configuration not stated),-2.9,2%,-1,0.9,1.1,-10,24,3,1
Clc1ccc2nc(NC3=NCN(CCN4CCOCC4)CN3)nc(-c3ccccc3)c2c1,-3.4,17%,-6,0.9,2.2*,0,22,-16,1
CCc1n[nH]c2c1/C(=N\O)CC(C)(C)C2,-4.2,6%,-2,0.9,1.1,-15,-16,0,1
N=c1c[n+](-c2ccc(Cl)cc2)[n-]o1,-2.6,7%,6,0.9,1.2,-8,-14,2,1
O=c1sc2ccccc2n1CCOc1ccccc1,0.8,3%,12,0.8,1.1,39,34,3,1
COc1ccc(C(c2nnnn2C2CCCC2)N2CCN(C3CCCC3)CC2)cc1OC (configuration not stated),0.4,3%,0,0.9,1.1,-5,10,-1,1
CC(=O)NCC(=O)OC(C)C(=O)Nc1ccc(C(C)=O)cc1 (configuration not stated),-1.1,2%,3,0.9,1,13,7,2,1
Cc1cc(-n2c(=O)c(C#N)cc3c(=O)n4ccccc4nc32)no1,72*,13%[fluoresces],-114,0.9,3.8*,5,2,i[fluorescence artefact?],1.1
COc1ccc(C)cc1NC(=O)CSc1nc(SC)ns1,-0.6,5%,9,0.9,1.1,-12,-14,4,1.1
COc1ccc(CN2CCCC(C(=O)N(C)Cc3ccccc3)C2)cc1OC (configuration not stated),-4.2,14%,9,0.9,1.1,9,1,3,1
COc1cc2c(cc1OC)C(C)N(C(=O)Cn1ncc3c1-c1ccccc1OC3)CC2 (configuration not stated),-0.5,2%,7,0.8,1.1,-4,-6,5,0.98
COc1ccccc1-c1noc(-c2ccccc2C(=O)N2CCOCC2)n1,1.3,5%,8,0.9,1.1,-22,-2,1,1.1
COc1ccccc1NC(=O)CSc1nc(O)cc(=O)n1C,-5.5,5%,-2,0.9,1.1,-7,0,2,1
COc1cc(-c2noc(CCCC(=O)NCc3ccco3)n2)cc(OC)c1OC,-0.6,5%,-8,0.9,1.1,-21,17,-1,1
O=C(NCc1ccc2c(c1)OCO2)Oc1ccccc1,3.5,3%,4,0.9,1.1,10,-4,-4,1
CCN(CC)c1ccc2c(C)c(CN3CCOCC3)c(=O)oc2c1,23*,9%[fluoresces],-43,1.1,4.3*,-2,4,-197[fluorescence artefact?],1.1
NC(=O)C[C@@H]1N[C@]2(C(=O)Nc3ccccc32)[C@@H]2C(=O)N(C3CCCCC3)C(=O)[C@H]12,-4.9,8%,-3,0.9,1.1,-25,-17,4,1
CCNc1nc(N)nc(Oc2ccc(OCC)nn2)n1,-1.2,3%,6,0.9,1.1,-23,11,6,1.1
O=C(NCCc1ccccc1)C1CCN(c2nc3ccccc3o2)CC1,0.3,8%,-1,1,1,-1,8,-10,1
CC(C)Oc1ccc(C2NC(=O)NC2=O)cc1 (configuration not stated),0.7,6%,-4,0.9,1.1,4,2,2,1
CC1CCc2c(C(=O)NCCCN3CCOCC3)csc2C1 (configuration not stated),-4.8,5%,3,1,1.1,37,-15,0,0.99
COc1ccccc1NC(=O)N(Cc1ccc2c(c1)OCO2)Cc1nc2ccccc2c(=O)[nH]1,-1.1,5%,3,0.9,1.1,-4,-13,1,1
COC(=O)CCSc1nccn1Cc1ccccc1,1.8,0%,-12,0.9,1.1,-8,-4,1,1.1
CCOC(=O)c1c(NC(=O)c2nc3n(n2)C(C(F)F)CC(C)N3)sc2c1CCCC2 (configuration not stated),3.9,12%[fluoresces],-10,0.9,5.1*,6,9,-5,1.1
CCSC1=C(C#N)C(c2ccc(F)cc2)CC(=O)N1 (configuration not stated),-1.0,3%,1,0.9,1.1,8,-18,-11,1
NC(=O)C1CC(=O)N(Cc2ccc3c(c2)OCO3)C(=Nc2ccccc2)S1 (configuration not stated),-4.3,6%,6,1,1.1,8,3,4,1.1
Cc1ccccc1N=C1Nc2ccccc2CS1,1.2,3%,-11,0.9,0.98,8,32,2,1.1
COc1ccc(-n2nnnc2SCC(=O)Nc2ccc3c(c2)OCCO3)c(OC)c1,-2.9,4%,3,0.9,1.1,-1,19,0,0.99
O=C(CCCCCn1c(=O)[nH]c2ccsc2c1=O)N1CCN(C2CCCCC2)CC1,-1.2,5%,-1,1,1,-1,-10,6,1
Cc1onc(-c2c(F)cccc2Cl)c1C(=O)Nc1nnc(C2CC2)s1,-2.5,6%,6,1,1,-16,-15,-1,1
Cc1c(NS(=O)(=O)c2ccc3c(c2)c(=O)n(C)c(=O)n3C)c(=O)n(-c2ccccc2)n1C,0.7,4%,1,0.9,1.1,13,-12,4,1
CCCCc1c(C)nc(N)[nH]c1=O,-1.6,7%,-25,0.9,0.99,-11,-4,-2,1
CC(C)(C)NC(=O)Cn1nnnc1-c1nonc1N,-5.2,5%,11,0.9,1,7,15,-6,0.97
Cc1ccc2cc3c(nc2c1)N(Cc1ccco1)CC3,-1.6,3%[fluoresces],2,0.9,3.8*,1,-1,-50,1.1
CC(=O)Cc1nsc(NC(=O)c2ccc(COc3ccc(C)cc3)o2)n1,-1.3,12%,-2,0.9,1.1,29,24,4,1.1
CCOC(=O)c1[nH]c(C)c(/C(O)=C2\C(=O)C(=O)N(CCN(C)C)C2c2ccco2)c1C (configuration not stated),-0.9,10%,-10,0.9,0.98,-13,-1,-3,1.1
COc1ccccc1-c1nn2c(-c3ccccc3Cl)nnc2s1,-1.8,9%,4,0.9,1.2,-24,-20,4,1.1
CCCOc1ccc(Cl)cc1CN1CCOCC1,1.1,1%,nt,0.9,1.1,5,-18,-2,1
Oc1ccccc1-c1nc(NCCN2CCOCC2)c2ccccc2n1,3.5,5%,nt,1,1.1,35,21,0,1
COc1ccc(-n2cnc3c(sc4nccc(N(C)C)c43)c2=O)cc1,-0.2,4%,23,1,1.3,-15,-5,5,1.1
COCC(=O)NC(c1ccccc1)c1ccccc1,-3.4,4%,-2,0.9,1,-10,-11,-6,0.99
CC(=O)Nc1nnc(Cc2ccccc2)s1,3.0,6%,2,0.9,1,12,10,2,1
COc1cc(C(=O)N2CCN(Cc3ccccc3C(F)(F)F)CC2)cc(OC)c1OC,-1.6,15%,-17,0.9,1.1,-14,-4,4,1.1
Cc1ccc(-c2nnn(CC(=O)N(CC(=O)NC(C)C)c3cnc4ccccc4c3)n2)o1,-7.8,5%,-8,0.9,1,-4,-1,5,0.99
N#CCCN1CCN(CCC#N)CC1,-1.1,8%,-9,0.9,1.1,-18,-3,-1,0.99
CC(Oc1ccccc1)C(=O)NC1CCN(Cc2ccccc2)CC1 (configuration not stated),-2.1,2%,3,0.9,1,-13,-8,2,0.98
# Further structures
SMILES,5HT1a ag,NADH coupling,5-HT1A blocker,TNAP act DEA,Fluor 339 460,RORA act,SF-1 act,MMP13 inh,A340 absorber
Cn1c(=O)[nH]c(=O)c2c1nc(CN1CCN(c3cccc(Cl)c3)CC1)n2CCc1ccccc1,-0.5,4%,-8,0.9,1.1,3,3,-3,1
CCOC(=O)c1cc2oc(C(c3nnnn3C3CCCCC3)N3CCOCC3)cc2[nH]1 (configuration not stated),1.1,1%,16,0.9,1.1,29,-9,5,1
COc1ccc2cc(CCNC(=O)CC(C)(C)C)c(=O)[nH]c2c1,-1.6,10%,-6,nt,1.3,14,-5,-4,1.1
CCCC(=O)c1ccc(N2CCN(C(=O)c3ccc(Br)cc3)CC2)c(F)c1,8.2,6%,-5,1,1.1,-11,17,0,1
Cc1cccc(OCC(O)CN2C(C)(C)CC(O)CC2(C)C)c1C (configuration not stated),-2.1,7%,-11,1.1,1.1,-13,-2,-8,1
CCOc1ccccc1NC(=O)C1CCC(CNc2c(N3CCOCC3)c(=O)c2=O)CC1 (configuration not stated),-1.5,7%,8,0.9,1,-9,-2,1,1
COc1ccc(C(C(C(=O)c2ccco2)N2CCOCC2)N2CCOCC2)cc1 (configuration not stated),0.4,4%,4,0.8,1.1,12,12,-11,0.98
O=C1Nc2ccc(NS(=O)(=O)c3cccs3)c3cccc1c23,-5.2,3%,-7,0.9,1.1,-16,9,-5,1
Cc1nc(NCCCN2CCOCC2)c2oc3ccccc3c2n1,-0.3,2%,3,0.9,1.1,-3,-7,2,1.1
Cc1oc(-c2cccc(Cl)c2)nc1CN1CCC(C(=O)NCc2cccnc2)CC1,-3.8,7%,13,1,1.1,-9,-8,2,1
Cc1ccccc1NC(=O)c1ccccc1NC(=O)c1ccco1,-1.6,1%,4,0.9,1.2,-20,3,6,1.1
COc1ccc(Cl)cc1-n1c(C)cc(C(=O)O)c1C,-4.0,5%,11,0.9,1.1,-14,-2,3,1
Cn1c(NCCCN2CCOCC2)nc2c1c(=O)n(Cc1ccc(Cl)cc1Cl)c(=O)n2C,0.6,2%,-16,0.9,1.1,6,-1,2,1
CCOc1ccc(OCC(=O)N2CCOCC2)cc1,-2.0,4%,11,1,1.1,15,18,2,1.1
COC(=O)C(c1cc(OC)c(O)c(OC)c1)(N1CCNC(C)C1)C(F)(F)F (configuration not stated),-3.6,6%,0,0.9,1.1,-10,-15,2,1
CCSc1nnc(NC(=O)CSc2nc3c(c(=O)n2-c2ccccc2OC)SCC3)s1,1.3,6%,5,nt,1.1,6,4,-1,1.1
CCCOc1ccc2[nH]cc(C(=O)O)c(=O)c2c1,-1.5,11%,0,0.9,1.3,7,-10,-5,1
O=C(CN1CCN(c2ccccn2)CC1)N1c2ccccc2Sc2ccc(C(F)(F)F)cc21,-2.1,5%,32,0.9,1.1,-22,-4,7,1
